# Pol eta inh = qHTS for Inhibitors of Polymerase Eta | actives 1.2% (n = 390,000) | Potency, µM (top dose mostly 114 µM), without a hit: top-dose activity change, negative = inhibition, actives largely listed as inhibitors | recombinant Pol eta, fluorescent DNA replication assay | AID 588591, 2011; note: % is set by controls: 0 for no effect and ±100 for the full control effect
#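 Pol eta at 10 nM preincubated with compounds 15 min at room temperature; reaction started with fluorescent substrate (50 nM final) and read kinetically at 0 and 10 min.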
# JMJD2A Tudor inh = qHTS Assay for Inhibitors of JMJD2A-Tudor Domain | Lysine-specific demethylase 4A (Homo sapiens), O75164 | AlphaScreen JMJD2A-Tudor / H3K4me3 peptide binding | Potency, µM (highest dose often 114 µM), inactives show at the top dose activity change, negative = inhibition, hits mostly inhibitors | actives 4.4% (n = 390,000); note: % is set by controls: 0 for no effect and ±100 for the full control effect; nearly all actives have a fitted effect of over 50% in size
# Target sequence (O75164 whole entry, looked up, the tested form may be a part): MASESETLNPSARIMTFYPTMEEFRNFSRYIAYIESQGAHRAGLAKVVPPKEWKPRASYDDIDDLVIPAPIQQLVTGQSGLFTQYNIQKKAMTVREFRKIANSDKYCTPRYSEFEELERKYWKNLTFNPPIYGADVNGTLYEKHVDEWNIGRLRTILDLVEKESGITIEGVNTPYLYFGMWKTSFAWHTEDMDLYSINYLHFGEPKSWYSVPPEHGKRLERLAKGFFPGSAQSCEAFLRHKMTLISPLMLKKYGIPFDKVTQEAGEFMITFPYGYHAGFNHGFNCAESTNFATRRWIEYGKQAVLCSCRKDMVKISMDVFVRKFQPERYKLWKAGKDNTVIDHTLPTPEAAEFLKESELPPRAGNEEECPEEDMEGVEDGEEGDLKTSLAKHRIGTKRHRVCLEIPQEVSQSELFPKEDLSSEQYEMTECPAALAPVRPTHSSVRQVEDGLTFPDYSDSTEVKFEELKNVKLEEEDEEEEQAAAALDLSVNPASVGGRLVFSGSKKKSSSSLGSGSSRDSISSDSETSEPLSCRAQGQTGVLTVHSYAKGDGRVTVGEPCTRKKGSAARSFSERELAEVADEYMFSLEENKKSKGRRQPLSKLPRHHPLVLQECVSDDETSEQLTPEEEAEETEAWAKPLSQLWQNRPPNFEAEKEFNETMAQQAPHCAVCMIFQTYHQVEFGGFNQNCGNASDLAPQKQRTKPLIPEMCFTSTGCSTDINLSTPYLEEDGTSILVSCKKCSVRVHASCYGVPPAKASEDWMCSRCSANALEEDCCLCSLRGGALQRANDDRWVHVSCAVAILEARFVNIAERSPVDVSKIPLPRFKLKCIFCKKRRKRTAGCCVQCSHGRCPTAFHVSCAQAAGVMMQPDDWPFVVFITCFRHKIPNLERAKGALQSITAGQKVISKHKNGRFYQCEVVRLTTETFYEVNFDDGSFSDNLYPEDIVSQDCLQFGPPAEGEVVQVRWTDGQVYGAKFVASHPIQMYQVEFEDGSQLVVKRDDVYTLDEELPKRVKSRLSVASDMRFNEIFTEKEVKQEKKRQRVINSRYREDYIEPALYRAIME
# BAZ2B block = qHTS Assay for Inhibitors of BAZ2B; Bromodomain adjacent to zinc finger domain protein 2B (Homo sapiens), Q9UIF8; AlphaScreen BAZ2B-H3K14Ac peptide displacement; Potency, µM (doses to about 114 µM), for the others: at the top dose activity change, negative = inhibition, usual class: inhibitors; actives 4.4% (n = 360,000); AID 504333, 2011; note: % is set by controls: 0 for no effect and ±100 for the full control effect; nearly all actives have a fitted effect of over 60% in size
#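 Inhibition is scored as reduced AlphaScreen emission. The BAZ2B/b-H3(5-23)K14Ac complex (50 nM each) in PBS pH 7.4, 0.01% Tween-20 meets compound (up to 110 uM) for 30 min at RT before bead addition.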
# BLM helicase inh = qHTS Assay for Inhibitors of Bloom's syndrome helicase (BLM). RecQ-like DNA helicase BLM (Homo sapiens), P54132. recombinant BLM DNA unwinding, fluorescence dequenching. Potency, µM (series often up to 56.1 µM), without a hit: at the highest dose activity change, negative = inhibition, most hits filed as inhibitors. actives 0.2% (n = 350,000). AID 2528, 2010;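 note: plate controls were vehicle for no effect and no enzyme for full effect; nearly all actives have a fitted effect of over 35% in size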
# APE1 inh = qHTS Assay for Inhibitors of the Human Apurinic/apyrimidinic Endonuclease 1 (APE1); actives 0.35% (n = 350,000); DNA repair nuclease/redox regulator APEX1 (Homo sapiens), P27695; Potency, µM (series often up to 65.8 µM), for the others: top-dose activity change, negative = inhibition, most hits filed as inhibitors; recombinant APE1, TAMRA/BHQ-2 abasic DNA cleavage fluorescence;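 note: plate controls were vehicle for no effect and reference inhibitor for full effect; nearly all actives have a fitted effect of over 55% in size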
#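 Incision of a quenched TAMRA/BHQ-2 THF abasic-site duplex (50 nM) by 0.75 nM APE1, after 15 min compound preincubation, measured as fluorescence increase over three 60 s reads. Values normalized to buffer, DMSO and NSC13755 control wells.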
# Pol kappa inh = qHTS for Inhibitors of Polymerase Kappa; purified Pol kappa, fluorescent DNA synthesis assay, 10 min; Potency, µM (top dose mostly 107 µM), without a hit: at the top dose activity, negative = inhibition, usual class: inhibitors; actives 0.53% (n = 400,000); AID 588579, 2011; note: % is set by controls: 0 for no effect and ±100 for the full control effect
#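 First, compounds were pin-transferred onto 10 nM Pol kappa. After 15 min at room temperature, substrate was added to 50 nM final. Fluorescence was then measured kinetically at 0 and 10 min.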
# Pol iota inh = qHTS for Inhibitors of Polymerase Iota | Potency, µM (titrated, usually from 115 µM), inactives show top-dose activity, negative = inhibition, usual class: inhibitors | Pol iota fluorescent replication assay, 10 min | actives 1% (n = 390,000)
#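 Fluorescent replication assay read twice, at 0 min and 10 min after adding 50 nM (final) substrate. Enzyme (10 nM) and compounds were first incubated 15 min at room temperature; enzyme-free buffer wells were negative controls.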
# POLB inh = qHTS Assay for Inhibitors of DNA Polymerase Beta | P06746 | Pol beta primer extension/strand displacement, fluorescence kinetic | Potency, µM (doses to about 114 µM), inactives show at the highest dose activity change, negative = inhibition, most hits filed as inhibitors | actives 1.3% (n = 340,000); note: % is set by controls: 0 for no effect and ±100 for the full control effect
#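 Pol beta (10 nM) was preincubated with compound for 15 min at room temperature. The reaction was then started with 50 nM substrate and read immediately and after a further 10 min at room temperature.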
# G9a block = qHTS Assay for Inhibitors of Histone Lysine Methyltransferase G9a. G9a H3K9 monomethylation, AlphaScreen, 2 h. Potency, µM (top dose mostly 102 µM), for inactives: at the highest dose activity, negative = inhibition, most hits filed as inhibitors. actives 8.8% (n = 350,000). AID 504332, 2011; note: % is set by controls: 0 for no effect and ±100 for the full control effect; nearly all actives have a fitted effect of over 75% in size
#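 Chemiluminescent proximity detection of H3K9 monomethylation, read after 10 min bead incubation in the dark. Reaction: 20 nM G9a, 500 nM biotin-H3K9 peptide, 20 uM SAM cofactor, 2 h, room temperature, following 15 min enzyme-compound preincubation.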
# * hit, by the source's call; ? = inconclusive; . = not tested or not shown; [ ] = dose if it differs, or a comment. Calls come from the whole dose curve; as a rule, active = well fitted curve in the direction sought with a large enough effect; inconclusive = small, poorly fitted or top-dose-only effect, or another doubt; inactive = no such curve, though single readings can be large; an effect the other way counts as inactive or inconclusive. Potency is the fitted concentration of half-maximal effect. Some of the compounds tested, so the mix of outcomes need not match the whole.
SMILES,Pol eta inh,JMJD2A Tudor inh,BAZ2B block,BLM helicase inh,APE1 inh,Pol kappa inh,Pol iota inh,POLB inh,G9a block
CCOc1ccc(C(=O)NCC(c2ccco2)N2CCc3ccccc3C2)cc1 (stereo not given),-19%,-23%,-38%,.,-10%,-6%,21%,.,-42%
CC(=O)Nc1ccn(C2OC(C(COC(C)=O)NC(=O)C(CCCCNC(=O)OCc3ccccc3)NC(=O)OC(C)(C)C)C(OC(C)=O)C2OC(C)=O)c(=O)n1 (stereo not given),.,-12%,.,1%,?,-14%,3%,.,.
CC(=O)Nc1ccc(OCC(O)Cn2cccn2)cc1 (stereo not given),-9%,-2%,1%,1%,-7%,-2%,-15%,1%,.
C[C@H](NC(=O)[C@@H]1Cc2ccccc2CN1)C(=O)NC1CCCCC1,-12%,-14%,-24%,-2%,70%[activator],8%,24%,26%,79µM*
Clc1ccc2oc(-c3ccccc3)nc2c1,5%,9%,2%,0%,3%,-6%,13%,1%,56%[activator][59 µM]
Cc1cc(C(=O)N2CCc3ccccc32)n(-c2ccccc2)n1,-1%,-16%,10%,-1%,-3%,-14%,-19%,-1%,-3%[59 µM]
COc1ccc(OCCC(=O)OCc2c(C)noc2C)cc1,13%,-1%,-4%,-3%,3%,-2%,9%,26%,-40%[59 µM]
CCC(=O)OCc1cc2cccc(C)c2[nH]c1=O,-8%,-2%,.,0%,-3%,-5%,13%,6%,4%[59 µM]
CN1CCCN(C(=O)c2cccc(Cl)c2)CC1,-20%,12%,-29%,-3%,46%[activator],-1%,5%,25%,-5%
CS(=O)(=O)N(CC(=O)N1CCCC1)c1cccc(Cl)c1,1%,-10%,10%,-3%,14%,-8%,-1%,3%,-3%[59 µM]
O=C(CN(c1ccc(Br)cc1)S(=O)(=O)c1ccc(Cl)c([N+](=O)[O-])c1)NCC1CCCO1 (stereo not given),-19%,-7%,.,.,.,2%,10%,.,.
CCCNC(=O)C1CC(=O)N(c2ccc(OCC)cc2)C1 (stereo not given),-12%,-6%,-14%,-7%,8%,9%,33%[activator],-10%,-12%[59 µM]
CCOC(=O)c1cc2ccccc2n1CC(=O)c1ccccc1,-9%,-6%,4%,-2%,17%,-4%,10%,4%,0%
O=C(COc1ncnc2cc([N+](=O)[O-])ccc12)N(CCc1ccccc1)Cc1ccccc1,-11%,-14%,-12%,-9%,18%,-9%,14%,16%,?
COc1cc(C)nc(NC(=S)N(C)C(=O)c2ccccc2)n1,2%,-7%,5%,1%,-6%,-17%,14%,0%,3%
CCn1nnc2cc(C(=O)Nc3cccc(S(=O)(=O)N(C)C)c3)ccc21,8%,1%,5%,.,-15%,7%,34%[activator],.,2%[2.33 µM]
COc1ccccc1C(=O)Nc1ccnn1C1CCN(C)CC1,-5%,-2%,-10%,2%,43%,-6%,28%,-10%,46%
COc1ccc(-c2csc3ncnc(N4CCN(c5ccccc5OC)CC4)c23)cc1,-12%,?,-35%,-11%,13%,-7%,-17%,4%,45µM*
COc1ccc(N=C2S/C(=C\c3ccc(N4CCOCC4)o3)C(=O)N2CCc2c[nH]c3ccccc23)cc1,.,.,40µM*,-4%,1%,.,.,19%,?
COc1ccc(/C(C)=N/NC(=O)c2nc(C)cc(C)n2)cc1,-4%,-21%,0%,1%,1%,-14%,4%,2%,-1%[12.7 µM]
CCOc1ccc(/C(O)=C2\C(=O)C(=O)N(CCOCCO)C2c2ccccc2OC)cc1 (stereo not given),-6%,18µM*,-3%,-3%,11%,-5%,18%,37%,17%[59 µM]
COc1ccccc1-c1noc(CCCC(=O)Nc2ccc(C(N)=O)cc2)n1,-4%,-15%,2%,0%,-3%,-14%,15%,10%,-11%[59 µM]
CCCC(=O)Nc1ccc(S(=O)(=O)N2CCC(c3nc4ccccc4[nH]3)CC2)cc1,-10%,-5%,-6%,.,16%,1%,17%,.,-22%
Cc1ccc(C23CC4CC(CC(NC(=O)NCCN(C)C)(C4)C2)C3)cc1,-7%,3%,2%,-8%,5%,3%,-10%,-4%,?
O=C(c1ccc2c(c1)N(Cc1ccc(F)cc1)C(=O)c1ccccc1S2(=O)=O)N1CCN(Cc2ccccc2)CC1,-1%,-22%,-25%,-11%,.,-6%,-10%,54%,-27%[59 µM]
CCOC(=O)c1c(C)[nH]c(C)c1S(=O)(=O)NCC(=O)Nc1cccc(C(F)(F)F)c1,-5%,-30%,-1%,-1%,.,-29%,5%,-19%,7%[59 µM]
CC1CN(CC(=O)Nc2ccc([N+](=O)[O-])cc2Br)CC(C)O1 (stereo not given),-7%,-8%,-16%,-1%,0%,-19%,4%,21%,4%
Oc1cc2c(cc1CN1CCN(c3ncccn3)CC1)OCO2,-16%,?,-30%,-1%,23%,-8%,28%,17%,4µM*
O=C(c1ccc(Cl)cc1)C1CCN(C(=O)c2ccccc2F)CC1,-3%,-2%,.,.,.,-12%,12%,.,.
S=c1[nH]nc(CSCCOc2ccccc2)o1,-15%,-17%,-17%,-6%,11%,-5%,41%[activator],3%,.
Cc1ccccc1-c1noc(C2CCCCC2)n1,-8%,102%[activator],49%[activator],0%,3%,-17%,1%,3%,33%
COC(=O)Nc1ccc(S(=O)(=O)N2CCC(C(=O)N3CCCCC3C)CC2)cc1 (stereo not given),-21%,-14%,.,-1%,-10%,7%,147%[activator],0%,11%
CC(C)n1nc(C(=O)Nc2nc3ccccc3[nH]2)c2ccccc2c1=O,-9%,?,?,2%,-2%,0%,6%,0%,-33%
COc1cc(N2C(=O)CC3(CCCC3)CC2=O)cc(OC)c1OC,-6%,-5%,-10%,3%,1%,-4%,2%[58.9 µM],7%,4%
CCn1cc(CNCc2cn(C)nc2-c2ccc(C3CCCCC3)cc2)cn1,-22%,-18%,1%,0%,2%,-1%,89%[activator],1%,-26%
O=C(COc1ccc2c(c1)OCO2)Nc1ccc2c(c1)oc1ccccc12,7%,-19%,?,-5%,16%,2%,3%,21%,4%[59 µM]
CCOC(=O)COn1c(=O)c(-c2ccc(C)cc2)[n+]([O-])c2ccccc21,-13%,-4%,3%,0%,58%[activator],4%,-6%,1%,1%[2.33 µM]
Cc1ccccc1NC(=O)NC(C)(C)CC(C)(C)C,-21%,1%,0%,1%,-2%,-3%,29%,-4%,15%
Cc1[nH]n(-c2ccccc2)c(=O)c1C(C[N+](=O)[O-])c1ccc(Cl)cc1 (stereo not given),-16%,?,?,-1%,-6%,-1%,-11%,-18%,?
Cc1ccc(NC(=O)c2ccc(OCc3c(C)noc3C)cc2)cc1C,-14%,-14%,.,.,4%,-14%,54%[activator],.,.
O=C(Nc1cccnc1)c1cc(-c2ccccc2O)on1,-10%,-3%,-16%,-2%,0%,5%,?,20%,.
O=C(NCCn1cccc1)c1cccc2ccccc12,-11%,-29%,?,0%,0%,-2%,9%,-11%,?
CS(=O)(=O)NCCCCNc1ccc(C(F)(F)F)cc1[N+](=O)[O-],10%,-30%,-21%,-5%,0%,7%,66%[activator],33%[activator],-32%
O=C(NCCN1CCN(c2ccccc2)CC1)Nc1ccc(Cl)cc1,-22%,-14%,-3%,1%,-4%,-2%,138%[activator],-18%,-1%
O=C(Nc1ccccc1)c1ccc(-c2ccccc2)s1,-15%,-4%,.,-1%,-11%,-21%,104%[activator],4%,?

# One compound at a time, from the list above:
# Cc1ccc(NC(=O)c2ccc(OCc3c(C)noc3C)cc2)cc1C as listed: Pol eta inh = -14%; JMJD2A Tudor inh = -14%; BAZ2B block = .; BLM helicase inh = .; APE1 inh = 4%; Pol kappa inh = -14%; Pol iota inh = 54%[activator]; POLB inh = .; G9a block = .
# Cc1[nH]n(-c2ccccc2)c(=O)c1C(C[N+](=O)[O-])c1ccc(Cl)cc1 (stereo not given) as listed: Pol eta inh = -16%; JMJD2A Tudor inh = ?; BAZ2B block = ?; BLM helicase inh = -1%; APE1 inh = -6%; Pol kappa inh = -1%; Pol iota inh = -11%; POLB inh = -18%; G9a block = ?
# CCOC(=O)c1c(C)[nH]c(C)c1S(=O)(=O)NCC(=O)Nc1cccc(C(F)(F)F)c1 as listed: Pol eta inh = -5%; JMJD2A Tudor inh = -30%; BAZ2B block = -1%; BLM helicase inh = -1%; APE1 inh = .; Pol kappa inh = -29%; Pol iota inh = 5%; POLB inh = -19%; G9a block = 7%[59 µM]

# Next part:
SMILES,Pol eta inh,JMJD2A Tudor inh,BAZ2B block,BLM helicase inh,APE1 inh,Pol kappa inh,Pol iota inh,POLB inh,G9a block
COC(=O)c1c(NC(=O)CSc2nncs2)sc2c1CCCCC2,-1%,-31%,-2%,-14%,-2%,-19%,10%,?,2%[59 µM]
O=C(COc1ccc(Cl)cc1)OCc1cc(=O)n2nc(C3CCCCC3)sc2n1,-17%,-8%,-2%,-3%,.,-26%,13%,-28%,10%[59 µM]
NC(=O)C1CCN(C(=O)CC(c2ccccc2)c2ccccc2)CC1,-6%,-18%,6%,-3%,8%,-8%,8%,3%,.
CCOc1ncccc1C(=O)OCc1ccc(C(=O)OC)cc1,-5%,56%[activator],28%,5%,-2%,-17%,-9%,5%,?
OC(c1cc(-c2ccc(C(F)(F)F)cc2)nc(C(F)(F)F)c1)C1CCCCN1 (stereo not given),?,-11%,14%,-10%,-2%,-16%,?,10%,-5%
COc1cc(NC(=S)NCCCN2CCOCC2)cc(OC)c1OC,-8%,-9%,-8%,-5%,1%,-13%,-16%,3%,1%
COc1ccc(/C=C/C(=O)c2c(O)ccc3c(C)cc(=O)oc23)cc1,-16%,?,-35%,0%,-1%,-17%,18µM*,-2%,-21%[59 µM]
O=C1C=CN2CCOCC2C1 (stereo not given),-16%,-27%,.,.,-3%,-25%,31%,.,.
Cc1cc(OCC(=O)NCCc2c[nH]c3ccccc23)c2c(C)c(C)c(=O)oc2c1,-9%,-24%,-33%,2%,-11%,16%,36%[activator],2%,.
Cc1cc(=O)[nH]c(N/N=C/CCc2ccccc2)n1,-4%,-19%,6%,-13%,-2%,-11%,2%,12%,-23%

# Individual results from the list.
# Result of COc1ccc(/C=C/C(=O)c2c(O)ccc3c(C)cc(=O)oc23)cc1 in BAZ2B block: -35%
# Result of OC(c1cc(-c2ccc(C(F)(F)F)cc2)nc(C(F)(F)F)c1)C1CCCCN1 (stereo not given) in Pol kappa inh: -16%

# Assay outcomes: PubChem, National Center for Advancing Translational Sciences (NCATS)
